Bioassay records from PubChem BioAssay.
ERG Ets-DNA blk = ERG Ets/DNA interaction inhibition. P11308. fluorescence polarization, His-ERG Ets domain / labelled DNA. Potency, µM (highest dose often 76.9 µM), without a hit: top-dose FP activity, negative = inhibition, hits mostly inhibitors. 370,000 tested, 0.028% active. AID 624246; active = well fitted inhibition curve with a large enough effect in the polarisation, with a control signal flat; inconclusive = small, poorly fitted or top-dose-only effect, or effect the other way, or a change in a side signal; inactive = no such curve, though single readings can be large or run the other way; the % refers to the polarisation;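 also: polarization taken with two DNA probes labelled with fluorescein and Texas red; potency is read from the fitted curve at half-maximal effect; % of control where 0% means no effect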
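His-tagged ERG Ets domain (1 uM in the protein solution; 300mM KCl, 50mM Tris-HCl, 1mM EDTA, 1mM DTT, pH 7.5) received compound, then a probe mix of 5 nM fluorescein-DNA and 100nM Texas-615-DNA. Fluorescence polarization was read for both dyes.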
LDHA block = inhibitors of human lactate dehydrogenase A | AID 1347041 | purified LDHA, NADH/diaphorase-resazurin fluorescence; stronger effect = lower value | 480,000 tested, 0.15% active | activity change, % (values are at about 110 or 230 µM) | P00338; in the data active = activity change below about -30%; inconclusive = mostly about -25% to -30%;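 also: plate controls were DMSO wells for no effect and wells without enzyme for full effect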
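LDH5 2 nM; NADH 0.06 mM, pyruvate 0.2 mM; 200 mM Tris pH 7.4, EDTA, Tween-20; 5 min RT. Detection: diaphorase 0.133 mg/mL + resazurin 37 µM, fluorescence ex540/em590 at 0 and 20 min; normalized to enzyme-free and DMSO wells.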
ALOX12 inh = blocks human arachidonate 12S-lipoxygenase; P18054; purified 12hLO, xylenol orange hydroperoxide absorbance; Potency, µM (top dose mostly 108 µM), for the others: at the top dose activity change, negative = inhibition, most hits filed as inhibitors; 580,000 tested, 1.1% active; AID 1671190; also: potency is read from the fitted curve at half-maximal effect; % is scaled to controls: 0 for no effect and ±100 for the full control effect
Target sequence (P18054 whole entry, looked up): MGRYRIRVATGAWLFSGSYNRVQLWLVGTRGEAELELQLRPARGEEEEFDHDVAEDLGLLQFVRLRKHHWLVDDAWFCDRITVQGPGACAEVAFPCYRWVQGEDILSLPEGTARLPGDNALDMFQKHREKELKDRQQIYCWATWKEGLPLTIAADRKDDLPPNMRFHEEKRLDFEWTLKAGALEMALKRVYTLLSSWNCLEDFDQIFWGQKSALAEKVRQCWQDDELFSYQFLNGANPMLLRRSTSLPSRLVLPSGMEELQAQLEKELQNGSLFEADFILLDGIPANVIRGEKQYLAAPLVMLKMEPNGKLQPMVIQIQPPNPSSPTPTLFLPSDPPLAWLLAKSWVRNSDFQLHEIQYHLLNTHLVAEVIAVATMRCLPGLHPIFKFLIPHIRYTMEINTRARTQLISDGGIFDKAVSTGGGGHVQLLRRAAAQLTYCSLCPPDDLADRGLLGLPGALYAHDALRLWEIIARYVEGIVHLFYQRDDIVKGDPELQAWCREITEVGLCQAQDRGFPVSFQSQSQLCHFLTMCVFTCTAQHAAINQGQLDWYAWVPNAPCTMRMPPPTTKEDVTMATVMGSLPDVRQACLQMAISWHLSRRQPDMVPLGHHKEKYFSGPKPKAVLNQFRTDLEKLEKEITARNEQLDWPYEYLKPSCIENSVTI
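Purified human 12hLO (150 nM final) in 25 mM Hepes, 0.01% Triton X-100, pH 7.0 was preincubated 15 min at room temperature with compound. Then 40 uM arachidonic acid was added, 30 min. Hydroperoxide was read by Fe-XO absorbance ratio 573/405 nm.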
Vif-APOBEC3F blk = Vif-A3F binding inhibition | HeLa A3F-eYFP + Vif (tagged APOBEC3F with the HIV-1 protein that degrades it), YFP fluorescence increase | Potency, µM (top dose mostly 46.1 µM), for inactives: top-dose activity, negative = active | 390,000 tested, 0.2% active | AID 602313; also: potency is read from the fitted curve at half-maximal effect; % of control where 0% means no effect; nearly all actives have a fitted effect of over 65% in size
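Fluorescence increase (Ex 488/Em 500-530) after overnight compound treatment at 37 deg C flags inhibition of Vif-driven A3F-eYFP loss in stable HeLa A3F-eYFP/Vif cells seeded overnight beforehand.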
Vif-A3G inh = Vif-A3G binding inhibition. 410,000 tested, 0.076% active. AID 602310. Potency, µM (highest dose often 46.1 µM), without a hit: at the highest dose activity, negative = active, actives largely listed as inhibitors. HeLa A3G-eYFP + Vif (tagged APOBEC3G with the HIV-1 protein that degrades it), YFP fluorescence, overnight;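 also: potency is read from the fitted curve at half-maximal effect; % is scaled to controls: 0 for no effect and ±100 for the full control effect; nearly all actives have a fitted effect of over 60% in size; hits raise eYFP signal because A3G escapes Vif-driven loss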
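HeLa cells stably expressing Vif and C-terminally eYFP-tagged A3G, seeded overnight at 37 deg C, then exposed to compound by pintool overnight at 37 deg C. Rise in yellow fluorescence (Ex 488/Em 500-530, Acumen) marks blocked Vif-driven A3G degradation.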
GRP78 ERSR act = ER stress response induction in glioma | U87-MG GRP78 promoter luciferase reporter, 16 h | Potency, µM, for the others: at the highest dose activation, hits mostly activators | 420,000 tested, 0.02% active | AID 602332; also: potency is read from the fitted curve at half-maximal effect; series mostly up to about 76 µM; % of control where 0% means no effect; nearly all actives have a fitted effect of over 35% in size
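Stably transfected U87-MG human glioma cells carrying a GRP78-based luminescent sensor were seeded at 1000 cells/well, pin-dosed with compounds and incubated 16 h. Luciferase reagent was then added, and end-point luminescence was read after 10 min at room temperature.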
D2 ag = D2 dopamine receptor (human) agonism | HEK293 T-REx D2 cells, calcium flux agonist mode | activation, % at 2 µM | 340,000 tested, 0.53% active;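 active = activation over 3 SD above normal in the single-dose calcium agonist read, cut at about 30% in these data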; also: 0% is about no effect
Target sequence (P14416 whole entry, looked up): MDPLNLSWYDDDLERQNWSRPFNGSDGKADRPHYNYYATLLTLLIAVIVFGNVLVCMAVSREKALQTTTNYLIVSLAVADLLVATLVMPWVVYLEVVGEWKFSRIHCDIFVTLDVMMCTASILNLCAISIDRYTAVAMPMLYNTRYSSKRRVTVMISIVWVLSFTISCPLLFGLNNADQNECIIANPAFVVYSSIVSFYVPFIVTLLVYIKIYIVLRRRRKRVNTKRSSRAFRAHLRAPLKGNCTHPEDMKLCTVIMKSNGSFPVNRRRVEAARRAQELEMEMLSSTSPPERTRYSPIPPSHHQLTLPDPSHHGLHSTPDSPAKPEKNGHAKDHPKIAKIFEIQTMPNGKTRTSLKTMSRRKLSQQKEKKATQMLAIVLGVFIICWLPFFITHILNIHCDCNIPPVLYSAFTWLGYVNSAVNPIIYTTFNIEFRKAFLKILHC
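Agonism is scored from calcium flux in a force-coupled, inducible HEK293 cell line expressing D2, read kinetically for 180 s after compound addition against dopamine controls.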
D2 antag = antagonizes the human D2 dopamine receptor; inhibition, % at 10 µM; AID 485344; HEK293 TREx D2 cells, calcium flux, dopamine EC80; 340,000 tested, 2% active; in the data active = inhibition above about 30%; also: 0% is about no effect
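Calcium flux kinetic readout in an inducible HEK293 TREx D2 line plated overnight at 30 C. After 180 s compound exposure, an EC80 dopamine challenge follows with another 180 s kinetic read to detect antagonism.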
RGS4 inhibitor = inhibitors of human regulator of G protein signaling 4; P49798; Transcreener GDP fluorescence polarization, RGS4-accelerated GTP hydrolysis; Potency, µM (doses to about 114 µM), without a hit: at the highest dose activity change, negative = inhibition, hits mostly inhibitors; 390,000 tested, 0.039% active; also: potency is read from the fitted curve at half-maximal effect; % is scaled to controls: 0 for no effect and ±100 for the full control effect; nearly all actives have a fitted effect of over 75% in size; some results filed as inactive show a strong effect at the top dose
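MLSMR compounds (23 nl, pin-transferred) preincubated 10 min at room temperature with a 500nM (2x) first reagent, then RGS4 at 900nM (2x) plus Transcreener GDP mix added; fluorescence polarization (620/688 nm) read before and after 90 min at 30 °C.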
* hit, by the source's call; i = inactive; ? = inconclusive; / = no result given; & = joins results of further samples; [ ] = dose if it differs, or a comment. Unless noted, calls follow the shape of the dose curve; as a rule, active = well fitted curve in the direction sought with a large enough effect; inconclusive = small, poorly fitted or top-dose-only effect, or another doubt; inactive = no such curve, though single readings can be large; an effect the other way counts as inactive or inconclusive.

SMILES	ERG Ets-DNA blk	LDHA block	ALOX12 inh	Vif-APOBEC3F blk	Vif-A3G inh	GRP78 ERSR act	D2 ag	D2 antag	RGS4 inhibitor
CCN(c1ccc(C)cc1C)S(=O)(=O)c1nnc(NC(=O)c2ccc(F)cc2)s1	-7%	-18	-16%	5%	-3%	-2%	1.4	/	-24%
O=C(COC(=O)CNC(=O)c1ccccc1F)Nc1cccnc1Cl	8%	-1	-18%	-25%	0%	-3%	1.7	-8	15%
Cc1ccc(C)c(S(=O)(=O)Nc2ccc(C(=O)NCCc3ccccn3)cc2)c1	0%	-7	-13%	-22%	-6%	-3%	-0.2	0	-24%
O=C(O)c1ccc2c(=O)n(Cc3ccccc3)c(SCc3ccc([N+](=O)[O-])cc3)nc2c1	-3%	-2	?	1%	-6%	-2%	-0.5	-3	-15%
COC(=O)c1scc(S(=O)(=O)C(C)(C)C)c1N	4%	-10	93%	3%	0%	-2%	-0.3	3	3%
CCN(CC)CCNC(=O)c1cn(CCOC)c(=O)c2c1c1ccccc1n2C	0%&-3%	0&14	0%&-6%	3%&-2%	-1%&1%	-4%&-1%	0.7&0.0	-9	11%&-3%
Cc1ccc(NC(=S)N2CCCCCC2)c(C)c1	8%	-1	74%[activator]	3%	4%	-2%	1.0	5	3%
Cc1ccc(S(=O)(=O)Nc2ccc(Br)cc2C(NCC(=O)O)c2ccccc2)cc1 (configuration not stated)	4%	1	4%	-3%	-3%	3%	-0.1	-1	16%
O=C(NC(CO)C(O)c1ccc([N+](=O)[O-])cc1)C(Cl)Cl (configuration not stated)	-1%	-8	15%	-7%	1%	-5%&-4%	2.4	52*	-1%
COc1cc(O)c(C(CCN2CCCCC2)c2cc(OC)c(OC)c(OC)c2)c(OC)c1 (configuration not stated)	9%	1	i	-2%	2%&5%	-4%&2%	-1.5	-11	7%&24%
COc1cccc(C(=O)OCCN2CCOCC2)c1	-16%	3	-11%	-1%	6%	-4%	1.0	14	-14%
CCCCN(C)CCNC(=O)Cn1ncc2c([nH]c3ccccc32)c1=O	2%	-1	-20%	-3%	0%	-2%	-2.4	/	-15%

An excerpt from above in order of count of non-hydrogen atoms, highest first:
SMILES	ERG Ets-DNA blk	LDHA block	ALOX12 inh	Vif-APOBEC3F blk	Vif-A3G inh	GRP78 ERSR act	D2 ag	D2 antag	RGS4 inhibitor
O=C(O)c1ccc2c(=O)n(Cc3ccccc3)c(SCc3ccc([N+](=O)[O-])cc3)nc2c1	-3%	-2	?	1%	-6%	-2%	-0.5	-3	-15%
Cc1ccc(S(=O)(=O)Nc2ccc(Br)cc2C(NCC(=O)O)c2ccccc2)cc1 (configuration not stated)	4%	1	4%	-3%	-3%	3%	-0.1	-1	16%
COc1cccc(C(=O)OCCN2CCOCC2)c1	-16%	3	-11%	-1%	6%	-4%	1.0	14	-14%

More compounds:
SMILES	ERG Ets-DNA blk	LDHA block	ALOX12 inh	Vif-APOBEC3F blk	Vif-A3G inh	GRP78 ERSR act	D2 ag	D2 antag	RGS4 inhibitor
O=c1cc(NS(=O)(=O)c2ccccc2)nc(SCc2ccccc2Cl)[nH]1	-3%	-1	-18%	2%	-5%	-1%	0.6	6	-15%
Cc1c(C(=O)Nc2cccc(C(F)(F)F)c2)sc2nc3n(c(=O)c12)CCC3	8%	2	-1%	-1%	2%	1%	-0.9	/	-15%
COC(=O)c1ccc2[nH]c(C)c(CN3CCCC3)c(=O)c2c1	-11%	-3	-5%	-6%	4%	-4%	-1.4	8	4%
O=c1oc(-c2cccs2)nc2c1cnn2-c1ccccc1	-4%	-6	-18%	-2%	-4%	-3%	0.1	-2	19%
COC(=O)Cn1cc(C(=O)C2CC2)c2ccccc21	-5%	0	-28%	-2%	2%	0%	0.0	10	43%
O=C(O)Cc1sc(N/N=C\c2ccncc2)nc1-c1ccccc1	57%[activator]	0	-5%	?	-9%	-1%	9.8	-14	4%[11.4 µM]
O=C(NC1CCCC1)c1nc2c(nnn2Cc2ccccc2Cl)c(=O)[nH]1	/	-3	25%	-1%	0%	-4%	/	/	-14%
COc1ccc(C(=O)/C=C/c2ccc(N3CCCCC3)c([N+](=O)[O-])c2)c(OC)c1	68%[activator]	0	7%	6%	-14%	-2%	1.0	-2	-13%
COc1ccc(-c2nc3c(C#N)c[nH]n3c2NC2CCCCC2)c(OC)c1	1%	-4	1%	-7%	-17%	-2%	0.6	/	17%
O=C(Nc1cccc(Br)c1)N1CCC(CN2CCCCCC2)CC1	-2%	-18	?	8%	1%	-1%	0.2	/	-7%
CC(C)C(NC(=O)C1CCC(C(C)(C)C)CC1)C(=O)NCc1cccnc1 (configuration not stated)	-9%	-18	0%	-4%	4%	-5%	0.2	0	18%
COc1cc(OC)c(NC(=O)COc2ccccc2-c2nnc(-c3ccccc3)o2)cc1Cl	4%	-10	-6%	2%	2%	-3%	-0.1	/	-2%

Pulled by compound from the entries so far, 5 records:
SMILES	ERG Ets-DNA blk	LDHA block	ALOX12 inh	Vif-APOBEC3F blk	Vif-A3G inh	GRP78 ERSR act	D2 ag	D2 antag	RGS4 inhibitor
Cc1c(C(=O)Nc2cccc(C(F)(F)F)c2)sc2nc3n(c(=O)c12)CCC3	8%	2	-1%	-1%	2%	1%	-0.9	/	-15%
COC(=O)c1ccc2[nH]c(C)c(CN3CCCC3)c(=O)c2c1	-11%	-3	-5%	-6%	4%	-4%	-1.4	8	4%
COC(=O)Cn1cc(C(=O)C2CC2)c2ccccc21	-5%	0	-28%	-2%	2%	0%	0.0	10	43%
O=C(NC1CCCC1)c1nc2c(nnn2Cc2ccccc2Cl)c(=O)[nH]1	/	-3	25%	-1%	0%	-4%	/	/	-14%
O=C(Nc1cccc(Br)c1)N1CCC(CN2CCCCCC2)CC1	-2%	-18	?	8%	1%	-1%	0.2	/	-7%

(list continues)
SMILES	ERG Ets-DNA blk	LDHA block	ALOX12 inh	Vif-APOBEC3F blk	Vif-A3G inh	GRP78 ERSR act	D2 ag	D2 antag	RGS4 inhibitor
O=C(NCc1ccccc1)c1cc(-c2ccncc2)nc2ccc(S(=O)(=O)N3CCOCC3)cc12	-3%	-15	-18%	-8%	3%	-2%	1.9	-21	5%
Cc1ccc(-c2nc(C3CCN(S(C)(=O)=O)CC3)no2)cc1	-4%	-9	-7%	-1%	-4%	4%	-1.4	2	-47%
Cc1ccc(-c2nnn(CC(=O)N(c3cccc(O)c3)C(C(=O)NC(C)(C)C)c3cccs3)n2)o1 (configuration not stated)	2%	-9	-22%	-5%	-9%	-4%	-1.0	-10	-12%
CCCc1c(C)nc(N2CCN(c3cccc(OC)c3)CC2)[nH]c1=O	11%	0	20%	-35%	-6%	-3%	-0.7	7	-6%
COc1ccc(CCNC(=O)CN(c2ccccc2OC)S(C)(=O)=O)cc1	2%	-13	0%	-1%	0%	-1%	1.2	-9	3%
CCOC(=O)C1CCN(C(c2cccc(F)c2)c2sc3nc(C)nn3c2O)CC1 (configuration not stated)	5%	1	21%	7%	-1%	-3%	-0.5	2	11%
Cc1nn2c(C)c(C(=O)NCc3ccco3)cnc2c1-c1ccccc1	0%	-2	-16%	2%	-1%	-3%	0.6	/	-52%
Cc1ccc(NC(=O)CN2C(=O)C3(SCC(=O)N3c3cccc(Cl)c3)c3ccccc32)cc1C (configuration not stated)	12%	-4	1%	-2%	-1%	1%	1.0	/	12%
CC(C)OCC(O)CN1CCN(CC(O)COc2ccc3c(c2)OCO3)CC1 (configuration not stated)	-5%	0	-12%	-5%	1%	-2%	-0.6	10	16%
COc1ccc(Cl)cc1NC(=S)N1CCN(c2ncccn2)CC1	1%	-1	5%	1%	-5%	-2%	12	12	-12%
Cc1ccc(NC(=O)COC(=O)CN2CSCC2=O)cc1C	-5%	-4	3%	-2%	0%	2%	0.1	9	-4%[11.4 µM]
Cc1ccc(CCN2CC(C(=O)NCCN3CCCCCC3)CC2=O)cc1 (configuration not stated)	-11%	-1	3%	/	3%	-3%	-0.5	-3	18%
O=C(c1ccco1)N1CCN(c2nc(-c3ccc(F)cc3)cs2)CC1	-3%	-7	-11%	-12%	1%	3%	0.1	11	-6%
O=C(CSc1ncccn1)NCc1cccc(Cl)c1	8%	-8	12%	-1%	-3%	-1%	-0.8	-18	-21%
COc1ncnc2c1ncn2CCCNc1ccc(C)c(C)c1	/	16	0%	-17%	-3%	-2%	/	/	/
CCn1cc(CNC(=O)c2ccc3nc(Cc4ccc(OC)cc4)oc3c2)cn1	-3%	1	8%	-10%	-2%	-2%	/	/	14%
O=C(/C=C/c1cccc([N+](=O)[O-])c1)OC1CCCCC1=O (configuration not stated)	1%	-3	-4%	2%	1%	1%	1.9	31*	16%[11.4 µM]
O=c1oc(-c2ccc([N+](=O)[O-])cc2)nc2ccccc12	-4%	0	-2%	2%	-2%	0%	-0.3	3	-25%
O=C(N/N=C/c1ccc(F)cc1)c1cc(-c2ccco2)nc2ccccc12	-5%	-3	?	-1%	?	-3%	-0.4	2	?
CN(C)C(=O)c1nc2ccc(Cl)cn2c1CN1CCCC(OCc2cccnc2)C1 (configuration not stated)	-11%	-1	0%	-2%	-1%	-5%	0.8	21	-22%
CCN(Cc1ccc(OC)c(F)c1)C(=O)c1cc2ccccc2o1	2%	-2	?	3%	4%	3%	-1.3	13	0%

This is a subset, so the mix of outcomes need not match the whole.
